# CHRM1 PAM: positive allosteric modulators of human M1 muscarinic receptor; P11229; CHO-K1 hM1, Fluo-8 calcium fluorescence, ACh EC20; 0% = ACh EC20, 100% = maximal ACh; activation, % at 3 µM; hit rate 0.088% among 360,000; in the data active = activation above about 19%, passing the limit was not always enough
# Target sequence (P11229 whole entry, looked up): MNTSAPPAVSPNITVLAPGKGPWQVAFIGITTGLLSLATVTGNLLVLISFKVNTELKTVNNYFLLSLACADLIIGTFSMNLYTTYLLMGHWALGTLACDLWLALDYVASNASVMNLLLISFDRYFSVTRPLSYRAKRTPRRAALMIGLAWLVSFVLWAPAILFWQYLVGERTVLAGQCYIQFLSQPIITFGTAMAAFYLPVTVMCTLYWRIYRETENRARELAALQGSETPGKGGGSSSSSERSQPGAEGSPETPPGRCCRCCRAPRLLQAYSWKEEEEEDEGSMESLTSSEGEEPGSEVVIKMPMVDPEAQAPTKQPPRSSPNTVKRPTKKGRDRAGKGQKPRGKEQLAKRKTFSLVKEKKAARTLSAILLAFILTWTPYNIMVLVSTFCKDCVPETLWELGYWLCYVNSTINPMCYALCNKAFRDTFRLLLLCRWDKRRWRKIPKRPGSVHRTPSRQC
# M4 ag: agonists of human muscarinic M4 receptor (CHRM4) | activation, % at 3 µM | CHO-K1 hM4/Gqi5, Fluo-8 calcium fluorescence; vehicle 0%, full acetylcholine response 100% | P08173 | hit rate 0.14% among 360,000;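 active = activation above the run mean over all test wells plus 3 SD, cut at about 32% in these data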;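 also: peak over basal fluorescence ratio per well then scaled between controls; 0% = DMSO wells and 100% = acetylcholine at EC100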
# Target sequence (P08173 whole entry, looked up): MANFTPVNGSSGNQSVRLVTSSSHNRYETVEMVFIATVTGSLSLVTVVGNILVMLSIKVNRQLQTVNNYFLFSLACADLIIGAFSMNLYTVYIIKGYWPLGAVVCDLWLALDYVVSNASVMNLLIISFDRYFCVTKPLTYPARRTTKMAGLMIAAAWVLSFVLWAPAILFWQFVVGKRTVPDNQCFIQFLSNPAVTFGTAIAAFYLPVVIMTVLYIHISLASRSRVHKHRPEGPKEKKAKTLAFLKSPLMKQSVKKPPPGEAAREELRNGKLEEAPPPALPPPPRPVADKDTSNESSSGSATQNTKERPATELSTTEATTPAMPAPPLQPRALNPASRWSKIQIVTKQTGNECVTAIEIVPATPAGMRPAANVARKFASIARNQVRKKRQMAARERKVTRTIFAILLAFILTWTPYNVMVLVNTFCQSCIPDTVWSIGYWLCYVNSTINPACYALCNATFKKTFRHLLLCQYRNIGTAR
# M5 PAM: positive allosteric modulators of human muscarinic M5 receptor | P08912 | CHO-K1 hM5, Fluo-8 calcium, ACh EC20 PAM; 0% = ACh EC20, 100% = ACh EC100 | activation, % at 3 µM | hit rate 0.3% among 360,000 | AID 624038;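 active = activation above the run cutoff, the mean activation of all test compounds plus 3 SD, cut at about 18% in these data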
#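 System: CHO-K1 cell line with stable human muscarinic M5 receptor expression | Also added: EC20 acetylcholine as agonist stimulus | Compound: One concentration, 3 µM final (nominal) | Timing: Fluo-8 loading 80 min at 37 °C plus 30 min room temperature | Measured by: Fluo-8 calcium dye fluorescence, kinetic read | Read-out basis: % activation, ACh-normalized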
# M4 antag: antagonists of human muscarinic M4 receptor (CHRM4). P08173. CHO-hM4 cells, ACh EC80, Fluo-8 calcium fluorescence. inhibition, % at 3 µM. hit rate 0.73% among 360,000;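 active = inhibition above its plate's cutoff, the mean inhibition of sample wells plus 3 SD, cut at about 27% in these data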;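 also: 0% = acetylcholine EC80 with DMSO and 100% = DMSO without agonist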
# M5 ag: agonists of human muscarinic M5 receptor (CHRM5); P08912; CHO-K1 hM5 cells, Fluo-8 calcium fluorescence; 0% DMSO wells, 100% maximal acetylcholine response; activation, % at 3 µM; hit rate 0.19% among 360,000;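 active = activation above the run's mean over test compounds plus 3 SD, cut at about 23% in these data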;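 also: signal is peak over basal fluorescence ratio across the kinetic read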
# CRFBP-R2 agonist: CRF-BP/CRF-R2 complex agonism; HEK293 CRF-R2/CRF-BP, calcium dye fluorescence (FLIPR); percent of saturating CRF peptide response; activation, % at 13.2 µM; hit rate 0.46% among 350,000;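 active = activation of at least 50%, plus an integration ratio under a set limit after plate pattern correction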;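 also: plate controls were neutral control wells without compound for no effect and CRF at EC100 for full effect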
# M1 antag: human CHRM1 antagonism; AID 588852; CHO-K1 hM1, Fluo-8 calcium fluorescence, ACh EC80 antagonist; P11229; hit rate 1.3% among 360,000; inhibition, % at 3 µM;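 active = percent inhibition above its own plate's cutoff, namely the mean of that plate's compound wells plus 3 SD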;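 also: peak over basal fluorescence ratio during 140 s after agonist addition; 0% = ACh EC80 plus DMSO and 100% = DMSO alone without agonist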
# M4 PAM: potentiates acetylcholine response at human M4 receptor. CHO-K1 hM4/Gqi5, Fluo-8 calcium fluorescence, ACh EC20; 0% = ACh EC20, 100% = maximal ACh. P08173. hit rate 0.4% among 360,000. AID 624126. activation, % at 3 µM;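 active = activation above its plate's cutoff, the mean activation of sample wells plus 3 SD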; also: some results filed as inactive read as strong as hits
# CHRM5 antagonist: CHRM5 antagonism in calcium assay. CHO-hM5 cells, Fluo-8 calcium fluorescence, ACh EC80. inhibition, % at 3 µM. hit rate 0.59% among 360,000. P08912. AID 624040;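 active = inhibition above a per-plate cutoff, the mean of that plate's test compounds plus 3 SD, cut at about 27% in these data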;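 also: 0% = acetylcholine EC80 with DMSO and 100% = DMSO without agonist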
# An asterisk follows results filed as active; x = no result given.
SMILES,CHRM1 PAM,M4 ag,M5 PAM,M4 antag,M5 ag,CRFBP-R2 agonist,M1 antag,M4 PAM,CHRM5 antagonist
NC(=O)C(c1ccccn1)c1ncc(C(F)(F)F)cc1Cl (stereo not drawn),2,1,5,-2,1,-0.6,6,11,-8
COC(=O)[C@@]1(Cc2ccc(F)cc2)[C@H]2c3cc(C(=O)N4CCCC4)n(Cc4ccccc4)c3C[C@H]2CN1C(=O)c1ccccc1,x,3,6,4,2,x,x,-3,-4
CCOC(=O)c1nn(-c2ccccc2)c2nnc(Cc3ccccc3)c(=O)n12,0,1,-2,0,1,-2.4,2,7,3
COc1ccc2nc(N3CCCCC3)c(/C=C3\SC(=S)NC3=O)cc2c1,5,3,1,2,4,3.5,-1,-4,6
COc1ccc(C(=O)NC(=O)CSc2nc3nc(C)cc(C)n3n2)cc1,-3,1,7,0,2,-0.6,7,0,3
O=C(COC(=O)COc1ccc(Br)cc1)NC1CCCCCC1,1,0,4,-7,1,0.3,5,4,3
CCCN(CCC)C(=O)c1cc(S(=O)(=O)N2CCCCC2)c[nH]1,-6,1,1,6,2,-2.0,14,-7,3
CC1CCCCC1NC(=O)c1nn(C)c(=O)c2ccccc12 (stereo not drawn),8,0,8,-13,-10,-0.8,-10,0,-7
Cc1ccc(Nc2c([N+](=O)[O-])ccc3nonc23)cc1C,3,-1,4,0,-3,-7.5,16,0,-9
COC(=O)c1cc(Cl)cc(Cl)c1OS(=O)(=O)N(C)C,4,1,2,-9,2,0.2,0,3,-5
CC(=O)Nc1ccc(NC(=O)COC(=O)CCNS(=O)(=O)c2c(Cl)cccc2Cl)cc1,2,0,-4,-5,-1,1.6,-6,2,7
O=C(Oc1ccc(C(=S)N2CCOCC2)cc1)c1ccc(Br)cc1,-7,3,-1,4,-4,-0.5,5,3,-5

# As entered above:
# M5 ag result of O=C(Oc1ccc(C(=S)N2CCOCC2)cc1)c1ccc(Br)cc1 : -4
# M1 antag result of CC(=O)Nc1ccc(NC(=O)COC(=O)CCNS(=O)(=O)c2c(Cl)cccc2Cl)cc1 : -6
# M4 PAM result of COc1ccc2nc(N3CCCCC3)c(/C=C3\SC(=S)NC3=O)cc2c1 : -4

# Returning to the listing, starting 3 compounds before the break.
SMILES,CHRM1 PAM,M4 ag,M5 PAM,M4 antag,M5 ag,CRFBP-R2 agonist,M1 antag,M4 PAM,CHRM5 antagonist
COC(=O)c1cc(Cl)cc(Cl)c1OS(=O)(=O)N(C)C,4,1,2,-9,2,0.2,0,3,-5
CC(=O)Nc1ccc(NC(=O)COC(=O)CCNS(=O)(=O)c2c(Cl)cccc2Cl)cc1,2,0,-4,-5,-1,1.6,-6,2,7
O=C(Oc1ccc(C(=S)N2CCOCC2)cc1)c1ccc(Br)cc1,-7,3,-1,4,-4,-0.5,5,3,-5
CCOc1ccccc1NC(=O)Cn1cnc2c(cnn2-c2ccc(C)c(C)c2)c1=O,8,1,2,-4,1,-1.6,-15,11,1
Cc1cc(/C=C2\SC(=S)N(Cc3ccco3)C2=O)c(C)n1-c1ccccc1,-1,2,22*,2,12,28,5,-1,6
COC(=O)c1ccccc1NC(=O)c1cccc(NC(=O)c2ccc(Br)o2)c1C,-4,0,-2,4,-4,3.6,0,5,6
COc1cccc(OCc2cc(C(=O)N3CCC(C(O)C(C)C)CC3)no2)c1 (stereo not drawn),3,5,-1,0,-3,-2.0,3,3,-3
C=CCn1c(SCC(=O)c2ccc(OC)cc2)nnc1C(C)NC(=O)c1cccs1 (stereo not drawn),14,0,2,-11,3,0.2,-24,4,-10
COC(=O)c1c(NC(=S)Nc2ccc(CC(=O)O)cc2)sc(C)c1C,-1,2,10,10,-1,0.3,6,1,4
COc1ccc(S(=O)(=O)NCCOc2ccc(Cl)cc2)cc1,1,6,-7,-2,2,-2.5,-4,-1,2
COc1ccc(OC)c(CCNC(=O)Cn2cccc2C(=O)c2ccccc2)c1,7,1,1,6,-7,-1.3,0,0,-4
CC1CCCC(C)N1C(=O)Cn1nnc(-c2ccccc2)n1 (stereo not drawn),10,1,-1,1,0,-1.2,-15,-4,2
C#CCN(C[C@H]1[C@H](OC(=O)Nc2cccs2)[C@H](OC(=O)Nc2cccs2)C[C@H]2C(=O)N(c3ccccc3)C(=O)[C@@H]12)S(=O)(=O)c1ccc(C)cc1,14,1,7,-6,1,0.6,-21,2,-17
O=C(c1ccc(N2CCCS2(=O)=O)cc1)N1CCN(c2ccc(F)cc2)CC1,11,2,1,6,0,-1.5,-11,-11,4
C[C@@H]1[C@H](c2ccccc2)Oc2ccc(Cl)cc2S(=O)(=O)N1CC1CCCN1C(=O)OC(C)(C)C (stereo partly drawn),8,1,-3,-5,2,-0.8,-17,-8,6
O=C(NCc1ccco1)c1cccnc1-c1nc2ccccc2s1,1,3,16,-2,0,-1.9,0,3,16
CCSc1nc(=O)n(-c2ccccc2)c(C)c1C(C)=S,4,1,1,1,-2,-1.5,-5,1,-3
C=CCNC(=S)Nc1ccc(N2CCOCC2)c(S(=O)(=O)Nc2ccccc2Cl)c1,-7,18,-20,1,9,-0.7,9,-6,13
CC(=O)Nc1ccc(-c2nc(C)c(C(C)=O)n2O)cc1,0,-1,1,3,1,-1.5,0,1,-5
CCOC(=O)CCC(=O)Nc1cc(S(=O)(=O)N2CCOCC2)ccc1N1CCCCC1,3,1,5,-30,-2,0.1,0,17,12
COC(=O)c1ccc2nc(C3CCCCC3)c(Cc3ccccc3)n2c1,-1,0,-9,2,-5,x,-18,-7,-7
Cc1cc(C)c(S(=O)(=O)N(CC(=O)NCc2cccnc2)C2CCCCC2)c(C)c1,4,0,-3,10,-2,-1.3,3,-8,5
COC(=O)c1ccccc1NC1c2ccccc2C(=O)N1c1cccnc1 (stereo not drawn),4,1,-1,-15,1,1.4,-5,9,0
CC1(C)Cc2c(C#N)c(N3CCOCC3)nc(-c3ccccc3)c2CO1,3,2,-3,-1,-3,-0.1,-36,1,6
COc1cc(-c2noc(CCC(=O)NC3CCCCC3)n2)cc(OC)c1OC,8,2,13,-22,-3,-1.6,-4,3,-9
O=C(Nc1ccnn1C1CCN(CC(O)CO)CC1)C1CCCC1 (stereo not drawn),11,0,-2,2,-4,-0.7,-15,-1,12
Cc1cc(C)nc(N2CCC(C(=O)Nc3cccc(C(F)(F)F)c3)CC2)n1,-2,-1,-6,-1,-1,-0.1,-1,5,5
Cc1ccc2c(c1C)OC(=O)CC2c1ccccc1 (stereo not drawn),-1,-1,-4,6,-2,-0.8,-7,-7,3
CC(C)c1nc(CNC(=O)C2CCC(=O)N(CCc3ccc(Cl)cc3)C2)no1 (stereo not drawn),8,2,2,-3,0,-2.5,0,2,3
Cc1ccc(C(=O)N2CCN(Cc3ccc4c(c3)OCO4)CC2)c(Cl)c1,8,2,-7,3,0,-0.5,-9,3,14
O=C(CCCCn1c(=O)c2ccccc2n(Cc2ccc(Cl)cc2)c1=O)NCc1ccco1,8,2,1,3,0,-0.4,-6,-5,1
COc1ccc(-c2cnc3c(NC=O)cc(-c4ccccc4OC)cn23)cc1OC,-5,17,-16,-6,2,x,5,-4,8
CCN(CC(=O)Nc1c(F)cccc1F)C(=O)c1ccc(Cl)c(S(=O)(=O)N2CCCCC2)c1,4,3,0,-4,-1,-3.2,-7,-2,-12
CC(=O)Nc1ccc(NC(=O)CSCc2cnn(-c3ccccc3)c2-n2cccc2)cc1,-5,8,-8,9,-2,-1.7,-5,-6,6
COc1cc(NS(=O)(=O)c2ccc(NC(=S)NC(=O)C3CCCC3)cc2)nc(OC)n1,3,0,-2,-5,-2,-6.3,1,3,2
Cc1ccc(NC2SC(=O)N(Cc3cccc(C(=O)O)c3)C2=O)cc1 (stereo not drawn),4,0,23*,-5,-1,-1.3,1,1,-1
CC(=O)Nc1ccc(S(=O)(=O)NCCC(=O)N2CCC(Cc3ccccc3)CC2)cc1,12,9,-4,5,0,-1.1,5,-1,15
COc1ccc(Cn2c(N)c(S(=O)(=O)c3cccs3)c3nc4ccccc4nc32)cc1,8,2,6,9,2,4.7,4,-1,-3
COc1ccc(NC(=O)c2cc(-c3sc(NC(=O)c4ccccc4)nc3C)n(-c3ccc(Br)cc3)n2)cc1,x,0,3,6,0,x,x,1,1

# Three entries from above, ordered by the number in CRFBP-R2 agonist, ascending.
SMILES	CHRM1 PAM	M4 ag	M4 antag	M5 ag	CRFBP-R2 agonist	M1 antag	M4 PAM	CHRM5 antagonist
CC(C)c1nc(CNC(=O)C2CCC(=O)N(CCc3ccc(Cl)cc3)C2)no1 (stereo not drawn)	8	2	-3	0	-2.5	0	2	3
CC(=O)Nc1ccc(NC(=O)CSCc2cnn(-c3ccccc3)c2-n2cccc2)cc1	-5	8	9	-2	-1.7	-5	-6	6
Cc1ccc(C(=O)N2CCN(Cc3ccc4c(c3)OCO4)CC2)c(Cl)c1	8	2	3	0	-0.5	-9	3	14

# Remaining list, next part
SMILES,CHRM1 PAM,M4 ag,M5 PAM,M4 antag,M5 ag,CRFBP-R2 agonist,M1 antag,M4 PAM,CHRM5 antagonist
O=C(CSc1c2c(nc3cc(Cl)ccc13)CCCC2)NCCCN1CCOCC1,-24,0,3,1,-7,-0.3,11,-7,-6
O=C(NCC1CCCO1)c1ccc(-c2ccccc2Cl)o1 (stereo not drawn),2,3,5,5,4,-2.3,4,-1,2
COCCNC(=O)C(c1ccc(C)o1)N(C(=O)c1snc(C(N)=O)c1N)c1cccc(C)c1 (stereo not drawn),8,4,0,-7,5,0.5,-8,1,2
Cc1ccc2c(CC(=O)NC3=NCCS3)coc2c1,4,0,2,3,-3,-0.3,-2,9,-4
C/C(=N/OCc1ccc(Br)cc1)c1ccccn1,1,8,-2,-10,4,-0.6,4,-9,0
COc1ccc(C)cc1NC(=O)C1CCCN(S(=O)(=O)c2cccs2)C1 (stereo not drawn),-1,3,5,-3,-2,-0.3,-5,-8,-4
CCc1cc(=O)oc2cc(C)cc(OCC(=O)NCc3cccnc3)c12,7,-1,-4,1,-5,-1.1,-11,-6,12
CCCOc1ccccc1-n1sc2c(c1=S)-c1cc(OC)cc3c1N(C(=O)C3=O)C2(C)C,8,-1,2,6,0,1.0,-4,5,0
CCOC(=O)c1c(C)oc2ccc(NS(=O)(=O)c3ccc(C(=O)O)cc3)cc12,-9,0,-4,1,-1,-0.6,14,-4,0
O=C(OCC(=O)N1CCc2ccccc21)c1ccc[nH]c1=O,13,1,14,0,1,-2.2,-6,3,2

# Screens deposited in PubChem by several laboratories.
